# Rac1 wt GTP bind = wildtype Rac1 GTP binding modulators, primary screen, biochemical, GST-Rac1 beads, flow cytometry, multiplex | Ras-related C3 botulinum toxin substrate 1 (Homo sapiens), P63000 | fluorescent GTP binding; actives lie on both sides; 0 = cold GTP competed, 100 = untreated | GTP binding activity (% of control), % at 10 µM | 0.27% of 190,000 active;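 active means GTP binding activity at least 20 points away from the 100% control level, either lower or higher; inconclusive means compound flagged as likely green fluorescent, judged across all proteins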
# Avidin fluor = green autofluorescence of compounds with avidin beads – biophysical, 488/530 nm, flow cytometry, artefact control, profiling panel | fluorescence (KMESF) at 10 µM | AID 1775, 2009 | compound fluorescence 488/530 nm; hits give high values | 0.38% of 220,000 active; in the data active means fluorescence above about 47; further: inactives centre near 10
# Pf gamet viab = late stage P. falciparum gametocyte viability inhibitors, primary screen, ATP luminescence, HTS; P. falciparum stage V gametocytes, 24 h; inhibition, % at 10.9 µM; 0.065% of 150,000 active; AID 743093, 2013;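 active means inhibition above the mean plus 3 SD of compounds within the control limits, set per campaign, cut at about 38% in these data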;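 further: 0% = DMSO wells and 100% = medium only without gametocytes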
# Mcl1-Noxa inh = Mcl-1/Noxa binding inhibitors, primary screen, biochemical, TR-FRET, 1536-well; Induced myeloid leukemia cell differentiation protein Mcl-1 (Homo sapiens), Q07820; TR-FRET Mcl-1/Noxa peptide binding, 2 h; inhibition, % at 21.7 µM; 1.5% of 220,000 active;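 active means compounds that cut the protein-peptide binding signal by more than 50% relative to plate controls in a single-dose test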;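 further: His-tagged Mcl-1 with rhodamine Noxa BH3 peptide and terbium anti-His antibody; 0% = Mcl-1 plus Noxa peptide wells and 100% = peptide-only wells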
# Target sequence (Q07820 whole entry, looked up): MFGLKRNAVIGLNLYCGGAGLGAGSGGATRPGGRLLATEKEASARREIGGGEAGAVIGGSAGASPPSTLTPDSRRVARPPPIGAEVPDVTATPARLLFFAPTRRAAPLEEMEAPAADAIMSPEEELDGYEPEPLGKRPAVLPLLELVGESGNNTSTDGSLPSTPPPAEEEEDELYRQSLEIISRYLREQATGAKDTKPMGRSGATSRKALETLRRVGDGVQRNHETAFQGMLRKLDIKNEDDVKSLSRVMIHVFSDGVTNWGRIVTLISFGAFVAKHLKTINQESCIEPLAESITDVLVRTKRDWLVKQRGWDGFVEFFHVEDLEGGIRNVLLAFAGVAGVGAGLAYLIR
# Rab7 wt modul = modulators of GTP binding to Rab7, primary screen, biochemical, wildtype, multiplex bead flow cytometry; Rab7 GTPase wild type (dog), Bodipy-FL-GTP binding; GST-Rab7 beads, fluorescent GTP binding; actives lie on both sides; untreated = 100%, excess cold GTP = 0%; GTP binding activity (percent of control), % at 10 µM; 0.055% of 190,000 active; AID 758, 2007;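 active means fluorescent GTP binding to Rab7 beads changed by at least 20 points from the 100% baseline, either direction, mostly lower; inconclusive means compound itself probably fluorescent, or too few beads counted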;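 further: median green fluorescence of bound Bodipy-FL-GTP per Rab7 bead population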
# Mcl1 Bid PPI = Mcl-1/Bid binding inhibitors, primary screen, biochemical, TR-FRET, 1536-well; Induced myeloid leukemia cell differentiation protein Mcl-1 (Homo sapiens), Q07820; TR-FRET Mcl-1/Bid-Dy647 peptide binding; inhibition, % at 21.7 µM; 0.97% of 220,000 active; AID 1021, 2008;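 active means compounds that cut the binding signal by more than half at the single screening dose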;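 further: His-tagged Mcl-1 with europium anti-His antibody binding Bid BH3 peptide; 0% = Mcl-1 plus peptide wells and 100% = peptide-only wells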
# Bim-Mcl-1 = inhibitors of Bim peptide binding to Mcl-1, primary screen, biochemical, bead-based flow cytometry, multiplex. Induced myeloid leukemia cell differentiation protein Mcl-1 (Homo sapiens), Q07820. Bim peptide-Mcl-1 binding. inhibition, % at 10 µM. 0.1% of 190,000 active; in the data active means inhibition above about 40%;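 further: 0% = no compound tracer wells and 100% = peptide blocker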
# Cdc42 wt = modulators of GTP binding to wildtype Cdc42, primary screen, biochemical, multiplex bead flow cytometry, Bodipy-GTP | Cell division control protein 42 homolog (Homo sapiens), P60953 | GST-Cdc42 beads; actives lie on both sides | percent activity (GTP binding), % at 10 µM | 0.2% of 190,000 active | AID 761, 2007;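 active means percent activity GTP binding at least 20 points away from the 100% baseline, either down as inhibitor or up as activator; inconclusive means compound flagged as likely green fluorescent from well-wide comparison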;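 further: median bead fluorescence of bound Bodipy-FL-GTP at 100 nM; 0% = excess unlabeled GTP control and 100% = no compound control; below 100% means less GTP binding so inhibitor and above means activator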
# Target sequence (P60953 whole entry, looked up): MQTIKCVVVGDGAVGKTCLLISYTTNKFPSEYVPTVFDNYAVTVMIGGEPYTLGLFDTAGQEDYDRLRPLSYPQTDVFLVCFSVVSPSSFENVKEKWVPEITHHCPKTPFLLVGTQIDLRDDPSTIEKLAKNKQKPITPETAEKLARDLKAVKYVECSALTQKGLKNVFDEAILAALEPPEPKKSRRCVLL
# HRas wt GTP = modulators of GTP binding to HRas wildtype, primary screen, biochemical, bead-based flow cytometry, multiplex. GTPase HRas (Homo sapiens), P01112. GST-Ras wt beads, Bodipy-FL-GTP binding; actives lie on both sides. GTP binding activity, % at 10 µM. 0.14% of 190,000 active. AID 759, 2007;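 active means GTP binding activity at least 20% away from the 100% baseline, either lowered as inhibitor or raised as activator; inconclusive means flagged as likely green fluorescent, judged across all proteins in the well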;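 further: 0% = unlabeled GTP competition control and 100% = no-compound control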
# Target sequence (P01112 whole entry, looked up): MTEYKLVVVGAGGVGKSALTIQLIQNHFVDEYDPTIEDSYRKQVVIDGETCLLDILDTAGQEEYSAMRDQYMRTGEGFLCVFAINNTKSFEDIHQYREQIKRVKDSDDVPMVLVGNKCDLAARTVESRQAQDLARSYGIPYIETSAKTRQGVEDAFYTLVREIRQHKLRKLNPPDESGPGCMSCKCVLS
# Rac1 mut GTP = GTP binding modulators of activated mutant Rac1, primary screen, biochemical, bead-based flow cytometry, multiplex, fluorescent GTP; Ras-related C3 botulinum toxin substrate 1 (Homo sapiens), P63000; GST-Rac1 activated beads; actives lie on both sides; 100% means binding = to untreated wells; percent activity (GTP binding), % at 10 µM; 0.11% of 190,000 active; AID 764, 2007;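 active means GTP binding at least 20 percentage points away from the 100% baseline, in either direction, so actives lie on both sides; inconclusive means Compound likely fluorescent itself, or too few beads counted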
# Rab2 wt GTP = modulators of GTP binding to Rab2A wildtype, primary screen, biochemical, dog, bead-based flow cytometry, multiplex; 0.19% of 190,000 active; GTP binding activity, % at 10 µM; GST-Rab2 wt beads, Bodipy-GTP binding;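 active means GTP binding activity at least 20 points away from 100%, either lowered or raised; inconclusive means signal likely due to the compound's own green fluorescence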;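 further: 0% = beads with excess unlabeled GTP and 100% = no-compound control corrected for plate trend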
# An asterisk follows results filed as active; ? = inconclusive; / = no result given.
SMILES,Rac1 wt GTP bind,Avidin fluor,Pf gamet viab,Mcl1-Noxa inh,Rab7 wt modul,Mcl1 Bid PPI,Bim-Mcl-1,Cdc42 wt,HRas wt GTP,Rac1 mut GTP,Rab2 wt GTP
COCCOC(=O)C1=C(C)NC2=C(C(=O)CC(c3cccs3)C2)C1c1ccsc1 (configuration not stated),103,12,-15,6,98,-17,0,102,101,101,101
CC(NC(=O)C12CC3CC(CC(C3)C1)C2)C(=O)N/N=C/C1=C(N2CCOCC2)C(=C\c2ccccc2)/CC1 (configuration not stated),104,4,-3,27,99,-3,-6,98,100,97,99
COc1ccc(C(=O)C23CC4CC(C2)CC(C(=O)c2ccc(OC)cc2)(C4)C3)cc1,96,7,11,3,95,-28,0,95,93,96,95
Cc1cc(NC(=O)c2sc(Nc3cccc(C(F)(F)F)c3)nc2N)no1,101,12,/,4,98,-101,3,100,100,102,99
c1ccc(-c2ccc(-c3cnc4n3CCCCC4)cc2)cc1,103,26,-20,9,98,-29,1,101,99,98,98
CCn1c(=O)c2cc(S(=O)(=O)NCCOc3ccccc3)ccc2n(CC)c1=O,108,9,/,10,101,-9,-2,108,103,100,105
CCOC(=O)c1ccc(NC(=O)CNC(=O)C2CCCCC2)cc1,98,20,16,-23,98,-7,0,99,98,96,96
CCOC(=O)C(Cc1ccc(OC)c([N+](=O)[O-])c1)NC(=O)CCC(=O)Nc1ccc(C)cc1 (configuration not stated),88,7,-1,30,94,15,1,93,91,94,92
Cn1cc(CNCCCn2ncc3ccccc32)c(-c2ccccc2F)n1,96,8,6,5,92,-32,-4,97,92,94,94
CC(C)(C)NC(=O)CC1C(=O)NCCN1Cc1c(F)cccc1Cl (configuration not stated),96,9,-1,0,96,-36,-1,97,96,96,95
Cn1c(N)c(C(=O)COC(=O)C2=COCCO2)c(=O)n(C)c1=O,106,24,/,6,100,-12,-7,103,104,99,100
COC(=O)c1nnn(-c2nonc2N)c1-c1cccs1,96,4,/,6,98,-14,1,101,100,95,100
Cc1ccc(C)c(NC(=O)C(Sc2ncnc3ccccc23)c2ccccc2)c1 (configuration not stated),106,13,/,-24,98,-38,-2,100,102,100,99
Cc1ccc(CCNC(=O)C2CCN(c3nn4c(=O)cc(C)nc4s3)CC2)cc1,106,37,/,6,104,-12,-4,104,103,103,104
COc1cc(/C=C(/C(=O)c2cccs2)c2nc3ccccc3[nH]2)ccc1O,100,19,4,26,101,-45,0,103,101,99,102
COC(=O)c1ccccc1NC(=O)Nc1cccnc1,99,42,/,-3,100,-5,-2,100,100,96,99
CC(C)(C)CC(C)(C)c1ccc(O)c(CN2CCN(CCC#N)CC2)c1,99,5,-4,-1,95,-4,4,100,99,97,99
CN(C)CCCN(Cc1cc2cc3c(cc2[nH]c1=O)OCO3)C(=S)NCc1ccco1,103,11,-12,-5,104,-26,-2,100,102,99,102
O=[N+]([O-])c1nn(-c2ccc3c(c2)OCCO3)n(O)c1=Nc1ccc(Cl)cc1,97,6,/,-3,97,-8,-1,96,96,93,95
O=[N+]([O-])c1ccc(Oc2ccc(S(=O)(=O)Nc3ccccc3)cc2)cc1,102,6,/,-6,99,0,6,96,98,101,98
COc1ccc(-c2nn(-c3ccccc3)cc2C(=O)NC(=S)NNC(=O)c2ccncc2)cc1,99,6,-6,-12,106,2,0,101,99,92,101
CC1CC(C)CN(CC(=O)N2CCc3[nH]c4ccccc4c3C2)C1 (configuration not stated),99,4,/,-2,93,-29,-3,100,94,95,95
Cc1cc(-c2n[nH]c(=S)n2/N=C/c2sccc2C)n[nH]1,100,14,-6,11,102,-102,-11,100,100,98,98
COc1ccc(C)cc1NC(=O)c1cnc2n(c1=O)CCS2,105,6,/,12,96,-7,-4,101,103,101,105
CC(=O)Oc1cc(C(C)C)c(OCCN(C)C)cc1C,98,/,/,20,100,14,-5,102,97,96,99

# The list goes on.
SMILES,Rac1 wt GTP bind,Avidin fluor,Pf gamet viab,Mcl1-Noxa inh,Rab7 wt modul,Mcl1 Bid PPI,Bim-Mcl-1,Cdc42 wt,HRas wt GTP,Rac1 mut GTP,Rab2 wt GTP
Nc1cc(=O)[nH]c(SCC(=O)N2CCN(S(=O)(=O)c3ccc4ccccc4c3)CC2)n1,95,11,1,6,92,-20,0,96,95,94,95
COc1ccc(NC(=O)Cn2c(=O)n(-c3ccccc3)c(=O)c3oc4ccccc4c32)c(OC)c1,104,15,/,-18,97,45,-1,100,99,100,100
COc1ccc(CCNCC(=O)Nc2ccc(C)c(S(=O)(=O)N(C)C)c2)cc1,102,10,/,19,102,18,-2,97,97,96,94
N#Cc1ccsc1NC(=O)CN1CCCCC1,108,9,/,-1,102,-43,3,108,103,104,102
CCN(CC)CCN(Cc1cc2ccc(C)c(C)c2[nH]c1=O)C(=S)NCc1ccco1,100,9,22,-4,103,-62,-1,100,98,97,100
CCN1C(=O)c2cccc3c(S(=O)(=O)Nc4ccc(OC)cc4OC)ccc1c23,97,10,5,2,97,-25,-2,103,101,95,97
Cc1cc(NC(=O)CSc2nc3ccsc3c(=O)n2Cc2ccccn2)n[nH]1,96,8,/,-3,102,-20,0,99,100,98,100
O=C(C1CCN(S(=O)(=O)N2CCC3(CC2)OCCO3)CC1)N1CCCCC1,107,13,11,7,100,1,-2,102,101,96,101
O=c1c2ccccc2nc(SCc2nc(-c3ccccc3)no2)n1-c1ccc(F)cc1,?,10,/,11,?,-9,-1,?,?,?,?
CCn1cc(C2Nc3ccccc3C(=O)N2O)c(C)n1 (configuration not stated),96,19,/,29,93,-4,-1,99,96,93,95
CCCCNC(=S)N/N=C/c1ccc(C)s1,105,3,/,-43,92,-156,-3,98,99,98,95
COc1ccccc1-c1nc(SCC(=O)N(C)c2ccccc2)c2c(=O)n(C)c(=O)n(C)c2n1,103,6,10,35,100,57*,0,98,99,98,98
CCOc1nc(C)ccc1-c1noc(-c2ccccn2)n1,106,1,/,0,103,-6,2,102,102,98,102
COCCCn1c(SCC(=O)NCc2ccco2)nc2sc3c(c2c1=O)CCC3,102,23,19,6,98,0,-3,96,98,97,97
Fc1ccc(NC(=S)Nc2ccccc2N2CCOCC2)cc1Cl,99,11,0,11,92,-34,0,97,97,98,98
CCOC(=O)c1sc2ncn(C(CC)C(=O)OCC)c(=O)c2c1C (configuration not stated),95,12,/,1,92,-11,-4,95,95,92,94
Cc1ccnc(SCc2cc(=O)c(OC(=O)c3ccc(Br)o3)co2)n1,102,12,21,27,99,-22,-8,101,99,99,98
COc1cccc(N2CCN(CC(=O)Nc3nc4c(s3)CC(C)CC4)CC2)c1 (configuration not stated),95,9,11,18,94,-17,-1,95,94,94,95
CC(=O)Nc1nc(-c2ccccc2)c(-c2ccccc2)o1,100,2,18,1,101,-6,-1,99,98,100,98
CN(C)CCNC(=O)COc1ccc(Cl)cc1Cl,105,5,/,7,97,9,-2,104,100,100,100
COC(=O)CN(c1ccccc1)S(=O)(=O)c1cc(Br)ccc1OC,101,6,-2,10,104,-14,-3,102,98,96,100
COc1ccc(NC2=C3CCCC=C3N(c3ccc(OC)cc3)C2=O)cc1,104,10,16,13,95,-46,1,101,102,102,99
CCOC(=O)c1ccc2c(c1)n(CC)c(C)[n+]2CC,94,4,24,13,94,-31,-3,97,94,95,93
Cc1ccc(C(=O)N2N=C(c3ccccc3)CC2(O)C(F)(F)F)o1 (configuration not stated),98,8,-1,7,102,-1,0,98,99,96,98
CCc1ccc(S(=O)(=O)NCCc2cn3ccsc3n2)s1,94,3,/,-11,99,-12,-2,93,96,93,96

# Later entries
SMILES,Rac1 wt GTP bind,Avidin fluor,Pf gamet viab,Mcl1-Noxa inh,Rab7 wt modul,Mcl1 Bid PPI,Bim-Mcl-1,Cdc42 wt,HRas wt GTP,Rac1 mut GTP,Rab2 wt GTP
O=C(Cn1nc(C(F)(F)F)c2c1CCC2)NCc1ccc(F)cc1,107,8,20,-7,102,-8,1,103,102,101,102
COc1cccc(/C=C2\SC(=S)N(CC3CCCO3)C2=O)c1 (configuration not stated),104,10,-11,-1,97,-19,-4,101,100,100,99
Cc1ccc(Nc2nc(N)nc(CN3CCC(C)CC3)n2)c(C)c1,104,5,/,-9,102,1,-2,102,102,102,100
CCOC(=O)N/N=C(\C)c1ccc(-n2cnnn2)cc1,100,10,-5,5,95,-14,1,95,97,93,99
COC(=O)CNC(=O)C(C)NC(=O)OCc1ccccc1 (configuration not stated),96,17,/,-8,98,7,-1,95,95,95,96
Cc1cs/c(=N\N=C2CCCCC2)n1Cc1ccco1,99,12,-3,1,96,-40,8,97,96,95,98
CCOC(=O)N1CCN(c2nc3ccccc3nc2C(C#N)S(=O)(=O)c2ccc(C)cc2)CC1 (configuration not stated),98,14,15,21,96,4,-1,103,102,99,102
COc1ccc(/C=N/NC(=O)c2csc(-n3nc(C)cc3C(F)(F)F)n2)cc1,95,13,-18,20,97,-1,-1,96,95,92,93
COc1ccccc1NC(=O)N(Cc1cccs1)Cc1cc2cc3c(cc2[nH]c1=O)OCO3,103,6,9,2,104,-14,-5,100,104,99,101
Cc1ccc(NC(=O)c2csnn2)c(C)c1,100,22,15,-6,102,-16,-2,100,99,100,100
CCCCNC(=O)NNC(=O)c1ccco1,102,14,-15,16,99,-3,0,98,98,96,99
Clc1cccc(OCCCN2CCCC2)c1Cl,109,4,9,20,101,18,-4,102,101,102,96
COc1ccc(Cn2c(=O)c3cccnc3n(Cc3ccc([N+](=O)[O-])cc3)c2=O)cc1,93,11,/,7,90,-1,1,99,93,95,93
Cc1onc(-c2ccccc2)c1C(=O)NNC(=S)NC(=O)c1ccc(F)cc1,101,5,16,-31,96,-70,20,101,97,96,97
CC12CCC(C(=O)NCc3ccccc3Cl)(CC1=O)C2(C)C (configuration not stated),103,21,/,7,105,-7,-2,99,102,96,100
COc1ccc(-c2noc(CCC(=O)NCCN(C)Cc3ccccc3)n2)cc1,102,35,-11,6,99,-2,-1,104,100,99,102
